H1N1 NS1A inhibition = H1N1 influenza NS1A inhibitors, functional cell based assay (AID 504329); inhibition, % at 12.5 µM, or IC50 in µM where a hit was titrated; actives 0.3% (n = 340,000); NS1A functional cell-based assay, percent inhibition; higher % means a stronger effect; in the data active = a potency from the dose series; inconclusive = inhibition above about 27% without an active follow-up result; also: strong numbers were not always called active
Salmonella PhoP GFP = PhoP regulon inhibitors, Salmonella typhi PhoP promoter GFP reporter, confirmatory (AID 1850); Salmonella Typhi PhoP-promoter GFP reporter, fluorescence, 4 h; higher % means a stronger effect; inhibition, % at 50 µM, or IC50 in µM where a hit was titrated; actives 0.33% (n = 310,000); in the data active = a potency from the dose series; inconclusive = inhibition mostly from about 25% at the one dose, without a potency; inactive = the rest, 99 in 100 with inhibition below about 19%;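 also: 0% = induced wells with vehicle and 100% = uninduced wells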
tuberculosis growth = growth inhibition of non-replicating M. tuberculosis (AID 488890); inhibition, % at 25 µM, or IC50 in µM where a hit was titrated; Mycobacterium tuberculosis non-replicating, growth inhibition; higher % means a stronger effect; actives 0.39% (n = 320,000); in the data active = a potency from the dose series; inconclusive = inhibition mostly from about 82% at the one dose, without a potency; inactive = the rest, 99 in 100 with inhibition below about 76%;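 also: plate controls were DMSO cells for no effect and high antibiotic wells for full effect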
VEEV TC-83 Vero = inhibitors of VEEV TC-83 cytopathic effect, confirmation, Vero cells (AID 588727); Vero cells, VEEV TC-83 cytopathic effect inhibition; higher % means a stronger effect; inhibition, % at 20 µM, or IC50 in µM where a hit was titrated; actives 0.13% (n = 350,000); in the data active = a potency from the dose series; inconclusive = inhibition mostly from about 14% at the one dose, without a potency; inactive = the rest, 99 in 100 with inhibition below about 12%; also: strong numbers were not always called active
M. tuberculosis HTS = M. tuberculosis growth inhibition, HTS (AID 449762) | actives 0.59% (n = 330,000) | M. tuberculosis H37Rv growth inhibition, 7H9 media; higher % means a stronger effect | one-dose inhibition, % at 25 µM; IC50 in µM for titrated hits; in the data active = a potency from the dose series; inconclusive = inhibition above about 70% without an active follow-up result;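 also: bacterial growth assessed after seven days of incubation; strong numbers were not always called active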
VEEV TC-83 Vero 10K pilot screen = also measured in VEEV TC-83 Vero; calls as there; inhibition, %; measured here: 10K pilot screen inhibition
The depositor's hits bear a star; i = inactive; ? = inconclusive; nt = not tested or not shown.

SMILES	H1N1 NS1A inhibition	Salmonella PhoP GFP	tuberculosis growth	VEEV TC-83 Vero	M. tuberculosis HTS	others
CCOc1cc(CNCc2cccs2)ccc1OCC(=O)NC(C)(C)C	-5%	4%	-4%	i	10%
COc1ccc(CNC(=O)Cc2ccc(-c3ccccc3)cc2)cc1OC	1%	6%	10%	0.4%	-7%
O=C(COC(=O)c1ccc(F)cc1)Nc1cc(S(=O)(=O)N2CCOCC2)ccc1N1CCCC1	-11%	-9%	15%	1.8%	7%
CC1(CCc2ccccc2)NC(=S)N(c2ccc(Cl)cc2)N1 (stereo not drawn)	4%	-1%	32%	1.0%	>100µM*
O=C(CN1C(=O)NC(Cc2c[nH]c3ccccc23)C1=O)NC1CC1 (stereo not drawn)	-2%	-3%	-6%	1.2%	-5%
COc1cc(CNCCC2CCOC(C)(C)C2)ccc1O (stereo not drawn)	3%	9%	-9%	1.4%	-3%
CC(=O)N1c2ccc(S(=O)(=O)NCCC(=O)NC3CCC(C)CC3)cc2CC1C (stereo not drawn)	2%	-4%	-6%	1.7%	-3%
CCN(CC(=O)Nc1ccccc1C(F)(F)F)C(=O)c1cccc(N2C(=O)CCC2=O)c1	2%	8%	-21%	2.8%	-1%
COc1ccc2nc(NC(=O)CC3Oc4ccccc4NC3=O)sc2c1 (stereo not drawn)	-4%	-3%	-5%	2.8%	-1%
O=C(O)CSc1nnc(CNc2ccc(F)cc2)n1-c1ccccc1	-8%	5%	-11%	0.1%	-11%
c1ccc(CN2OCC3Cn4c(nc5ccccc54)C32)cc1 (stereo not drawn)	-9%	4%	-5%	0.2%	12%
CCn1ncc(/C=N\NC(=O)COc2cc(C)cc(C)c2)c1C	-7%	-5%	-1%	0.1%	6%
O=C1CCC(C(=O)Nc2ccccc2N2CCCC2)=NN1	5%	7%	25%	1.3%	0%
O=S(=O)(N/N=C\c1c(F)cccc1Cl)c1ccc(Cl)cc1	-1%	21%	-3%	0.1%	-7%
CC1(C)Oc2nc3ccccc3n2/C1=C\C#N	-2%	-2%	6%	4.0%	-3%
Cc1cccc(CCNC(=O)CCCOc2cc(=O)n(C)c3ccccc23)c1	-3%	-5%	24%	0.9%	7%
O=C(NCc1cccnc1)c1cccc(OC2CCN(Cc3ccc(CO)o3)CC2)c1	11%	3%	19%	2.2%	4%
O=C(NC(=S)NNC(=O)c1ccccc1F)c1cccnc1	nt	17%	-17%	5.2%	?
Cc1ccc(NC2CCCN(C(=O)CCC(=O)c3ccccc3)C2)cc1C (stereo not drawn)	9%	nt	nt	1.9%	nt
O=C(CCN1CCc2ccccc2C1)Nc1ccc(F)c(F)c1	-9%	14%	11%	1.3%	-5%
COc1ccccc1CNC(=O)C1CCCN(S(C)(=O)=O)C1 (stereo not drawn)	3%	-4%	4%	i	4%
O=C(COC(=O)c1ccccn1)NCc1ccccc1Cl	18%	-11%	-3%	i	-4%
CCCS(=O)(=O)c1c(S(=O)(=O)CCC)c2c(N)cccn2c1C(=O)c1ccc(F)cc1	10%	2%	4%	5.3%	-4%
O=C(Cc1ccc(NC(=O)C2CCN(C(=O)c3ccccc3)CC2)cc1)Nc1ccc(C(=O)N2CCOCC2)cc1	0%	nt	nt	4.7%	nt
CCOC(=O)C1=C(COC(=O)C(C)(C)Oc2ccc(Cl)cc2)NC(=O)NC1C (stereo not drawn)	-3%	nt	-8%	0.6%	0%

Some of these compounds in order of heavy-atom count, ascending.
SMILES	H1N1 NS1A inhibition	Salmonella PhoP GFP	tuberculosis growth	VEEV TC-83 Vero	M. tuberculosis HTS	others
O=S(=O)(N/N=C\c1c(F)cccc1Cl)c1ccc(Cl)cc1	-1%	21%	-3%	0.1%	-7%
COc1ccccc1CNC(=O)C1CCCN(S(C)(=O)=O)C1 (stereo not drawn)	3%	-4%	4%	i	4%
CCOc1cc(CNCc2cccs2)ccc1OCC(=O)NC(C)(C)C	-5%	4%	-4%	i	10%
O=C(Cc1ccc(NC(=O)C2CCN(C(=O)c3ccccc3)CC2)cc1)Nc1ccc(C(=O)N2CCOCC2)cc1	0%	nt	nt	4.7%	nt

Other structures:
SMILES	H1N1 NS1A inhibition	Salmonella PhoP GFP	tuberculosis growth	VEEV TC-83 Vero	M. tuberculosis HTS	others
COc1ccc(-c2cn3c(C)c(C(=O)N4CCc5ccccc5C4)sc3n2)cc1	30%	-3%	9%	7.4%	?
Cc1c(NC(=S)NC(=O)CCc2ccccc2)c(=O)n(-c2ccccc2)n1C	-9%	1%	10%	i	-3%
CC(C)c1ccc(CSc2ccc(S(=O)(=O)N3CCOCC3)cn2)cc1	-5%	nt	33%	1.4%	1%
Cc1cc(C)c(NC(=O)c2cccc3c2C(=O)N(C2CCCCC2)C3)c(C)c1	3%	7%	13%	i	10%
CCn1c2c(c(=N)c3c1CCC3)CCCC2	nt	9%	-10%	0.2%	0%
COc1cc(CC(NC(C)=O)C(=O)NC2CCN(c3c(Cc4ccccc4)c(C)nc4ncnn34)CC2)cc(OC)c1 (stereo not drawn)	-9%	8%	37%	8.4%	-4%
CC1CN(O)C2CCc3c(no[n+]3[O-])C12O (stereo not drawn)	10%	4%	-8%	1.2%	-3%
c1ccc(Oc2nc(-c3cccnc3)nc3ccccc23)cc1	-3%	11%	nt	1.9%	13%
O=C(Cc1ccc([N+](=O)[O-])cc1)Nc1cc(C(F)(F)F)cc(C(F)(F)F)c1	4%	-13%	37%	i	2.7µM*
O=C(N/N=C1\CC2CC=CC12)c1ccc(COc2ccccc2)cc1 (stereo not drawn)	-4%	6%	40%	0.7%	58%
COc1ccc(C(=O)NCCCNC(=O)c2cnccn2)cc1Br	-6%	8%	-11%	1.1%	1%
Cc1ccc(C(=O)NC2CCCCNC2=O)cc1C (stereo not drawn)	8%	3%	-8%	i	-3%
Cc1cc(=O)n2c(c1C#N)SC1CCCCC12O (stereo not drawn)	-8%	10%	-17%	1.2%	-3%
Cc1ccc(C)c(Nc2nc3c(S(=O)(=O)c4ccccc4)nnn3c3ccccc23)c1	2%	-5%	-1%	i	4%
Cc1cc(C)cc(C(=O)NCCCN2CCOCC2)c1	-1%	-7%	-13%	0.2%	-1%
CN(C)NC(=S)NC1CCS(=O)(=O)C1 (stereo not drawn)	-2%	-7%	8%	2.2%	1%
N#C/C(=C/N1CCOCC1)c1ccccc1	-13%	1%	-5%	0.4%	9%
COc1ccc(-c2noc(Cc3ccccc3OC)n2)cc1	3%	0%	12%	4.1%	5%
CCOc1ccc(-n2c(SCC(=O)Nc3ccc(OC)cc3OC)nc3c(c2=O)SCC3)cc1	-2%	-5%	7%	2.9%	0%
O=C(c1ccccc1)N1CCn2c(nc3ccccc32)C1	-19%	-4%	12%	i	2%
COc1ccc(S(=O)(=O)N2N=C(C)Oc3ccccc3C2=O)cc1	8%	9%	7%	8.6%	0%
Cn1c(CNc2nc(-c3ccccc3)cs2)nnc1SCC(=O)N1CCc2ccccc21	-3%	21%	9%	0.3%	1%
Cc1ccc(-c2nnn(CC(=O)N(Cc3ccco3)C(C(=O)NC(C)(C)C)c3cccs3)n2)o1 (stereo not drawn)	3%	1%	26%	1.9%	-2%
O=C(COc1ccccc1-c1ccccc1)Nc1ccc(S(=O)(=O)NCc2ccco2)cc1	-22%	4%	3%	i	19%
O=C(COc1cccc2ccccc12)Nc1cc(S(=O)(=O)N2CCOCC2)ccc1N1CCOCC1	nt	-4%	21%	nt	-8%
SMILES	H1N1 NS1A inhibition	Salmonella PhoP GFP	tuberculosis growth	VEEV TC-83 Vero	M. tuberculosis HTS	others
COc1ccc(CCN(C)C(=O)c2ccc(C)c(S(=O)(=O)N3CCCCC3)c2)cc1OC	0%	nt	nt	i	3%
CCOCCCn1c(=NC(=O)c2cccs2)c(C#N)cc2c(=O)n3ccccc3nc21	2%	-7%	-5%	10%	-8%
COc1ccc(S(=O)(=O)/C(C#N)=C/Nc2ccccc2F)cc1	-8%	-4%	-13%	1.1%	1%
Cc1cc(/C=N\NC(=O)CC(=O)NC2CCCCC2)c(C)n1-c1cccc(Cl)c1Cl	15%	-2%	43%	1.8%	6%
NC(=O)C1CC(=O)N(c2ccc(OCc3ccccc3Cl)cc2)C1 (stereo not drawn)	-3%	2%	nt	0.2%	8%
CC1=CCC2C(=O)N(c3ccccc3OC(=O)c3ccccc3F)C(=O)C2C1 (stereo not drawn)	13%	5%	3%	i	1%
CCOc1ccc(N(C)S(=O)(=O)c2ccc(-c3cc(C)no3)s2)cc1	0%	-10%	12%	5.5%	4%
CCCCCC(=O)OC(CN1CCCCC1)CN1CCCC1=O (stereo not drawn)	-9%	-1%	-12%	1.4%	-5%
CN(C1CCCCC1)S(=O)(=O)c1ccc(C(=O)Nc2sc3c(c2C(N)=O)CC(C)(C)NC3(C)C)cc1	2%	-2%	-5%	0.2%	13%
CN1CCN(C(=O)CNC(=O)Cc2ccc(Cl)cc2)CC1	10%	-3%	10%	i	21%
CC(O)CNc1cnccn1 (stereo not drawn)	13%	-3%	9%	i	-9%
COc1ccc(CNC(=O)c2ccc[nH]2)cc1Cl	-5%	15%	-1%	2.7%	-1%
COC(=O)c1ccccc1S(=O)(=O)N1CCC(C(=O)OC(C)C(=O)Nc2ccc(NC(C)=O)cc2)CC1 (stereo not drawn)	-10%	-3%	-1%	2.9%	-8%
CCOC(=O)NNC(=S)Nc1c(C)n(C)n(-c2ccccc2)c1=O	-2%	2%	0%	i	-2%
NC(=O)c1ccc(-c2csnn2)cc1	nt	12%	8%	0.6%	-10%
CCN(CC)Cc1ccccc1Sc1ccccc1	6%	-9%	33%	1.8%	-9%
Cc1ccc(S(=O)(=O)Nc2ccncc2)c(C)c1N(C)S(=O)(=O)c1ccc(Cl)cc1	0%	-2%	-8%	0.5%	-4%
COc1cccc(OC2OC3COC(C)(C)OC3C(O)C2NC(C)=O)c1 (stereo not drawn)	-8%	-1%	-6%	i	6%
O=C(N/N=C/c1cn(Cc2cccc(F)c2)c2ccccc12)c1cc(O)cc(O)c1	5%	2%	-11%	1.1%	-3%
CC(NC(=O)CCc1nc2cc(S(=O)(=O)N3CCOCC3)ccc2n1C)c1ccc(S(N)(=O)=O)cc1 (stereo not drawn)	10%	-7%	-8%	0.7%	-20%
CCCCCC(=O)Nc1cccc(-c2nc3ncccc3o2)c1	-1%	-14%	-12%	0.9%	1%
CCCc1nc2scc(-c3ccc(C)cc3)c2c(=O)n1N	1%	9%	32%	i	-3%	VEEV TC-83 Vero 10K pilot screen=0.0
O=C(CN1C(=O)c2ccccc2C1=O)OC(C(=O)c1ccc(Cl)cc1)c1ccccc1 (stereo not drawn)	-19%	-2%	19%	i	6%
Cc1nn(CC(=O)Nc2ccc(N3CCOCC3)cc2)c(C)c1Cl	-6%	-7%	0%	2.8%	0%
Cn1c(CNC(=O)OC(C)(C)C)n[nH]c1=S	-2%	-11%	14%	0.4%	-2%
SMILES	H1N1 NS1A inhibition	Salmonella PhoP GFP	tuberculosis growth	VEEV TC-83 Vero	M. tuberculosis HTS	others
Cc1ccc(C(=O)NC(=S)NCC2CCCO2)cc1Br (stereo not drawn)	2%	-4%	35%	1.6%	6%
COc1ccc(CNC(=O)c2ccc(CS(=O)c3ccccc3)o2)cc1 (stereo not drawn)	3%	-7%	-1%	1.8%	-5%
Cc1cccc(C(=O)NCC(=O)N2CCN(c3ccccn3)CC2)c1	-7%	nt	-9%	i	-7%
COc1ccc2[nH]cc(CCN3C(=O)CCC3=O)c2c1	10%	2%	-14%	2.0%	-4%
Cc1cccn2c(=O)c3cc(C(=O)N4CCN(Cc5ccccc5)CC4)sc3nc12	-26%	nt	18%	7.7%	1%
CCC(C)C(NS(=O)(=O)c1ccc(C)cc1)C(=O)NCCCN1CCOCC1 (stereo not drawn)	5%	3%	2%	4.3%	3%
COc1ccc(NC(=S)N(CCO)Cc2cc3c(C)cc(C)cc3[nH]c2=O)cc1	10%	13%	69%	5.6%	3%
CC1(NC(=O)CCc2nc3ccccc3c(=O)[nH]2)CCS(=O)(=O)C1 (stereo not drawn)	-6%	-5%	-1%	2.2%	-11%
COCc1c(C(=O)N/N=C\c2cccs2)nnn1-c1nonc1N	5%	13%	-3%	1.6%	7%
COc1ccc(OCc2nnc(SCC(=O)Nc3ccccc3C#N)o2)cc1	-7%	5%	-10%	1.1%	-4%
O=C1c2ccsc2SCCN1Cc1ccc(Cl)cc1Cl	0%	12%	3%	3.4%	2%
CC(=O)Nc1cccc(C(=O)OCC(=O)NC2CCCCCCC2)c1	3%	nt	-18%	4.5%	-5%
